Assay outcomes from PubChem.
hDAT+cocaine: changed hDAT dopamine uptake under cocaine IC80, either direction, primary screen, cocaine antagonist project, cell-based, LLC-PK1 hDAT, [14C]-dopamine uptake, MLSMR; Sodium-dependent dopamine transporter (Homo sapiens), Q01959; LLC-PK1 hDAT cells, [14C]-dopamine uptake with cocaine IC80; actives deviate in either direction; B-score at 10 µM; 110,000 compounds, 1.3% hits; AID 449768, 2010;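 active means Z score or B-score, a plate-position-corrected score, falls beyond the plate's 99.7% confidence bounds, in either direction; inactive means both scores lie inside the 99.7% bounds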;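 further: scored against the spread of the other compound wells on the same plate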
PLK1 kinase inh: human PLK1 kinase inhibitors, primary screen, biochemical, TR-FRET | inhibition, % at 10 µM | 97,000 compounds, 0.53% hits | recombinant PLK1 kinase, TR-FRET peptide phosphorylation | AID 619, 2007;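 active means inhibition of 50% or more in the single-concentration screen; inactive means inhibition below 50%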;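 further: 0% = DMSO max control and 100% = H-89 dihydrochloride min control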
PLK1 PBD inh: Plk1 polo box domain binding inhibitors, primary screen, biochemical, fluorescence polarization. Serine/threonine-protein kinase PLK1 (Homo sapiens), P53350. 97,000 compounds, 0.13% hits. inhibition, %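 (tested at about 20 µM)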. AID 693, 2007. Plk1 PBD phosphopeptide binding; in the data active means inhibition above about 34%, passing the limit was not always enough
F-actin modifier: modifiers of F-actin cytoskeleton organization, primary screen, imaging, HUVEC, phalloidin staining, high-content imaging | HUVEC TNFa F-actin phalloidin imaging | inhibition, % at 2 µM | 91,000 compounds, 0.18% hits | AID 836, 2007;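 active means inhibition above the batch mean plus 3 SD and confirmed as a hit by visual image inspection, cut at about 30% in these data, passing the limit was not always enough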; further: strong numbers were not always called active
TNFa cytotox: cytotoxicity in TNFa-stimulated HUVEC, primary screen, cytotoxicity control for VCAM1 expression modulator project, imaging, Hoechst nuclei count; 93,000 compounds, 0.17% hits; HUVEC TNFalpha-stimulated, Hoechst cell count; cell count reduction, % at 2 µM;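 active means cell count reduction exceeding the screen mean by over 5 SD, scaled to untreated wells per plate, cut at about 78% in these data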;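 further: cells counted after 24 h of TNF alpha exposure following the 1 h pretreatment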
IL1B cytotox: cytotoxicity in IL-1B stimulated HUVEC, primary screen, cytotoxicity control for IL-1B NFkB translocation project, imaging, Hoechst nuclear count, IL-1B stimulus | cell count reduction, % at 2 µM | AID 845, 2007 | HUVEC cell count loss | 94,000 compounds, 0.41% hits;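 active means cell count reduction more than 3 SD above the screen-wide mean, cut at about 70% in these data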;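 further: normalized per plate to untreated control cells as the no-loss baseline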
sEH inh: soluble epoxide hydrolase inhibitors, primary screen, biochemical, human sEH; inhibition, % at 2 µM; AID 707, 2007; 91,000 compounds, 0.34% hits; Bifunctional epoxide hydrolase 2 (Homo sapiens), P34913; recombinant human sEH enzymatic activity assay; in the data active means inhibition above about 80%; further: values of inactives mirror those of a sister screen read the other way; many of its hits are not listed in these tables
Target sequence (P34913 whole entry, looked up): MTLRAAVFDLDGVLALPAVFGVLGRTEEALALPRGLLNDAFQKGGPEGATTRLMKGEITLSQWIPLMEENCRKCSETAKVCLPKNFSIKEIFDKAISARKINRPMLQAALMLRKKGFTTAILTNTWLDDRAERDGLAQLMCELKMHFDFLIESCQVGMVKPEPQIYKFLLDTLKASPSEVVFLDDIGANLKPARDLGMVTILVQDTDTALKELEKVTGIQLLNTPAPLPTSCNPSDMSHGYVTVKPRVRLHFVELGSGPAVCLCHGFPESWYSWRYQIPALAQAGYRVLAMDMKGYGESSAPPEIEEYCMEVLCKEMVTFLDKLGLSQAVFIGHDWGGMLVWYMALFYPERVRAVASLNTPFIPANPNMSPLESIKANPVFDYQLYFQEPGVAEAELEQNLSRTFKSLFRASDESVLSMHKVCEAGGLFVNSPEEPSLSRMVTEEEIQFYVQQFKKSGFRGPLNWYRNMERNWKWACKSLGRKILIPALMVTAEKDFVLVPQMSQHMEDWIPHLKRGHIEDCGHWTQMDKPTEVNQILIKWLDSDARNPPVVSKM
VCAM1 TNFa inh: inhibitors of TNFa-induced VCAM1 expression, primary screen, imaging, HUVEC, TNFa stimulus, immunofluorescence. inhibition, % at 2 µM. HUVEC TNFa-induced VCAM-1 immunofluorescence, high-content imaging. AID 802, 2007. 95,000 compounds, 0.48% hits;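 active means inhibition above the batch mean plus 3 SD, with images confirmed as a hit by eye, cut at about 37% in these data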;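 further: 0% = TNF-stimulated DMSO wells and 100% = unstimulated control wells; not every result past the cut was called active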
Ecoli WT expand: growth inhibitors of wild-type E. coli, primary screen, strain BW25113, expanded library, OD600; OD600 absorbance; 98,000 compounds, 0.15% hits; growth inhibition, % at 100 µM;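 active means growth inhibition above about 50% at one test dose, limit read from the data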;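 further: growth measured after 20 h incubation at 37 °C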
The depositor's hits bear a star; · = not tested or not shown.

SMILES	hDAT+cocaine	PLK1 kinase inh	PLK1 PBD inh	F-actin modifier	TNFa cytotox	IL1B cytotox	sEH inh	VCAM1 TNFa inh	Ecoli WT expand
O=C(c1cnn2c(C(F)(F)F)cc(-c3ccc(Br)cc3)nc12)N1CCOCC1	-0.21	-3	20	-4	-24	-1	4	3	-3
O=C(O)C1C2CCC(C2)C1C(=O)Nc1nc2ccccc2s1 (stereo unspecified)	-1	-7	-6	-14	1	11	5	-4	0
Cc1cc2oc3c(c(=O)c2cc1C)C(c1cccc(Br)c1)N(Cc1ccco1)C3=O (stereo unspecified)	1.3	-6	-3	5	-26	-35	4	2	-9
COc1ccccc1OCCn1c(C(C)O)nc2ccccc21 (stereo unspecified)	-0.9	-2	-4	24	-37	6	3	5	4
Cc1nnsc1SCC(=O)O	-0.22	0	11	6	11	-16	4	-10	-2
O=C(CN1CCN(S(=O)(=O)c2ccc(Br)cc2)CC1)Nc1ccc(F)cc1	-0.014	-3	-10	-9	-31	-12	3	-8	-7
O=C(CCc1ccccc1)NNC(=O)COc1ccccc1	-0.56	-3	34	-25	-7	-36	-3	13	3
O=C(c1ccccc1)c1ccc2nc(-c3ccc(NC(=O)c4ccccc4Br)cc3)[nH]c2c1	·	1	-27	·	·	-55	50	·	-22
S=C(Nc1ccc(Cl)cc1)NC1CC2CCCC(C1)N2C1CC1 (stereo unspecified)	-0.59	1	-6	-37	14	-26	-3	1	17
Cn1c(SCC(=O)Nc2nccs2)nnc1C12CC3CC(CC(C3)C1)C2	0.83	6	9	17	-23	-26	13	7	6

5 entries out of the list above, sorted by the number in PLK1 kinase inh, falling:
canonical_smiles,hDAT+cocaine,PLK1 kinase inh,PLK1 PBD inh,F-actin modifier,sEH inh,VCAM1 TNFa inh
O=C(c1ccccc1)c1ccc2nc(-c3ccc(NC(=O)c4ccccc4Br)cc3)[nH]c2c1,·,1,-27,·,50,·
Cc1nnsc1SCC(=O)O,-0.22,0,11,6,4,-10
COc1ccccc1OCCn1c(C(C)O)nc2ccccc21 (stereo unspecified),-0.9,-2,-4,24,3,5
O=C(CCc1ccccc1)NNC(=O)COc1ccccc1,-0.56,-3,34,-25,-3,13
O=C(O)C1C2CCC(C2)C1C(=O)Nc1nc2ccccc2s1 (stereo unspecified),-1,-7,-6,-14,5,-4

Other entries:
SMILES	hDAT+cocaine	PLK1 kinase inh	PLK1 PBD inh	F-actin modifier	TNFa cytotox	IL1B cytotox	sEH inh	VCAM1 TNFa inh	Ecoli WT expand
CCOc1cc2[nH]c(=O)n(CC3CCC(C(=O)NCCCOC)CC3)c(=O)c2cc1OCC (stereo unspecified)	-1.2	-17	-3	-42	-11	-35	·	-1	-9
COc1cc(NS(=O)(=O)c2ccc(N/C=C(\C#N)c3nc4ccccc4o3)cc2)nc(OC)n1	0.056	-7	48	-17	-21	-25	4	1	-6
COc1ccc(C2=Nc3ccccc3OC2)cc1	0.38	-8	15	-20	1	-11	11	0	4
N#Cc1ccc(CSc2nnc(-c3cccc(S(=O)(=O)N4CCCCC4)c3)o2)cc1	-0.42	-10	12	35	-51	3	-15	18	-12
COc1ccc(-n2c(SC3CCOC3=O)nc3ccccc32)cc1 (stereo unspecified)	0.0099	-11	-22	3	24	-3	·	10	-2
COc1cccc(-n2nc(C(=O)N3CC(C)CC(C)C3)c3ccccc3c2=O)c1 (stereo unspecified)	0.77	-5	-13	2	-6	-24	-16	2	7
Cn1c(SCC(=O)NCc2ccccc2)nnc1-c1ccc(NC(=O)CCc2ccccc2)cc1	-0.35	-1	21	-8	4	15	24	5	-2
O=C(Nc1nccs1)c1ccc(COc2ccccc2Br)o1	0.027	17	-1	-1	4	-5	-8	-11	0
CCCCN(CCCC)CCn1cnc2c([nH]c3ccc(OC)cc32)c1=O	-0.71	2	4	-1	-3	27	0	7	-4
CCn1c(=O)c(C(=O)Nc2ccccc2S(N)(=O)=O)c(O)c2ccccc21	-0.059	-5	2	-3	-21	-18	1	-9	1

Full records, looked up by structure. Order of values: hDAT+cocaine	PLK1 kinase inh	PLK1 PBD inh	F-actin modifier	TNFa cytotox	IL1B cytotox	sEH inh	VCAM1 TNFa inh	Ecoli WT expand
COc1ccc(-n2c(SC3CCOC3=O)nc3ccccc32)cc1 (stereo unspecified) is listed with 0.0099	-11	-22	3	24	-3	·	10	-2
COc1cc(NS(=O)(=O)c2ccc(N/C=C(\C#N)c3nc4ccccc4o3)cc2)nc(OC)n1 is listed with 0.056	-7	48	-17	-21	-25	4	1	-6

Other records follow:
SMILES	hDAT+cocaine	PLK1 kinase inh	PLK1 PBD inh	F-actin modifier	TNFa cytotox	IL1B cytotox	sEH inh	VCAM1 TNFa inh	Ecoli WT expand
Cc1ccc(-c2nn3c(C)nnc3c3ccccc23)cc1S(=O)(=O)NC(C)c1ccccc1 (stereo unspecified)	1.2	-7	-8	6	-25	-20	-7	4	-14
CCCc1[nH]nc2c1C(c1cccnc1)C(C#N)=C(N)O2 (stereo unspecified)	-1.1	-1	18	-64	82*	-30	5	87*	-2
O=c1c2ccccc2c(C=Nc2ccc(Cl)cn2)c(O)n1-c1cc(Cl)ccc1N1CCOCC1	1.6	-7	-11	-11	-14	16	10	-4	-17
CCOC(=O)CSc1nnc(CNC(=O)c2cc(OC)c(OC)c(OC)c2)n1C	-0.41	-7	29	-13	-3	5	35	6	-7
COc1ccc(-c2cn(-c3ccc(C)cc3)c(=O)n2CC(=O)Nc2ccc(OC)cc2OC)cc1	0.59	-7	-9	·	3	14	-8	-3	-9
Cc1ccc(NC(=O)CS(=O)CC(=O)NC2CCN(Cc3ccccc3)CC2)c(C)c1 (stereo unspecified)	0.074	-9	-9	1	-19	-4	-6	-2	9
O=c1[nH]c(=O)n(Cc2ccco2)c2c1C(C(F)(F)F)(C(F)(F)F)N=C(c1ccco1)N2	0.98	1	-11	-1	-11	18	·	-5	-9
CCOC(=O)c1c(C2COc3ccccc3O2)csc1N (stereo unspecified)	0.47	-2	3	-11	0	1	1	19	-3
CCOC(=O)N1CCC(NS(=O)(=O)c2cc(Br)cnc2N)CC1	0.08	8	-9	8	57	16	·	14	3
CC(=O)OCC(=O)Nc1ccc(C(C)=O)cc1	1.2	-7	-15	6	-16	7	0	14	7
COc1cc2c(cc1OC)CN(CC(=O)Nc1ccccc1C#N)CC2	-0.18	-12	2	-3	8	16	-11	26	8
COC(=O)c1ccc(CSc2ncnc3ccccc23)o1	-1	6	7	5	-51	0	-5	15	-16
Cn1c(SCC(=O)N2CCOCC2)nnc1-c1ccc(Cl)cc1Cl	-0.078	-1	-21	16	-21	-2	·	10	8
CCCc1[nH]nc2c1C(C1CCCCC1)C(C#N)=C(N)O2 (stereo unspecified)	-0.28	-9	29	10	-38	-6	34	3	1
C/C(Cl)=C/Cc1c(C)[nH]c2ccc(C)cc2c1=O	-0.35	-11	3	-22	11	18	10	-8	-3
O=C(O)c1cccc(NC(=S)NC(=O)C(c2ccccc2)c2ccccc2)c1	1.9	-10	32	5	13	-64	-14	32	-2
O=C(NCNC(=O)c1ccccc1)c1ccccc1	0.39	-11	1	-2	-11	81*	-2	11	0
CCN(CC)C(c1ccc(F)cc1)c1nnnn1CC1CCCO1 (stereo unspecified)	-0.48	-7	-8	14	4	9	-7	17	6
COc1ccc(NC(=O)C2C3C=CC(C3)C2C(=O)NCc2ccco2)c(OC)c1 (stereo unspecified)	0.7	-8	1	2	·	-8	-27	0	·
O=C(Nc1nn(Cc2ccc(Cl)cc2)cc1Br)c1ccc(COc2ccccc2Cl)o1	0.33	-12	-29	6	-28	-10	4	1	-16

Shown field by field: entries from further up.
canonical_smiles: C/C(Cl)=C/Cc1c(C)[nH]c2ccc(C)cc2c1=O
  hDAT+cocaine: -0.35; PLK1 kinase inh: -11; PLK1 PBD inh: 3; F-actin modifier: -22; TNFa cytotox: 11; IL1B cytotox: 18; sEH inh: 10; VCAM1 TNFa inh: -8; Ecoli WT expand: -3
canonical_smiles: O=C(NCNC(=O)c1ccccc1)c1ccccc1
  hDAT+cocaine: 0.39; PLK1 kinase inh: -11; PLK1 PBD inh: 1; F-actin modifier: -2; TNFa cytotox: -11; IL1B cytotox: 81*; sEH inh: -2; VCAM1 TNFa inh: 11; Ecoli WT expand: 0

Next part.
SMILES	hDAT+cocaine	PLK1 kinase inh	PLK1 PBD inh	F-actin modifier	TNFa cytotox	IL1B cytotox	sEH inh	VCAM1 TNFa inh	Ecoli WT expand
CCn1c(CNc2ccc(F)cc2)nnc1SCC(=O)Nc1ccc(OC)cc1	-0.79	-6	2	8	-6	-11	9	6	·
C/C(=N/NC(=O)c1cc2ccccc2cc1O)C1C(=O)c2ccccc2C1=O	-0.57	-12	14	-14	-12	-1	-12	-1	-1
Cc1cccc(OCCCSc2nc3ccc(C)cc3[nH]2)c1	0.85	-10	-5	-11	-2	-3	9	0	-12
CC1CCCCN1CCCNC(=O)c1ccc2c(=O)n(CCc3ccccc3)c(=O)[nH]c2c1 (stereo unspecified)	0.93	-7	-22	-20	0	-10	15	-7	-2
Cc1cc(C)n(-c2nc(O)cc(=O)[nH]2)n1	-0.17	-6	9	5	0	11	-7	-2	·
CCCC(=O)Nc1ccc(S(=O)(=O)N2CCOCC2)cc1	0.92	-11	11	-5	-21	-18	-2	2	·
O=C(CSc1nnc(CN2CCOCC2)n1-c1ccc(Cl)cc1)N1CCc2ccccc21	-0.00064	-12	11	3	-15	-27	-8	-6	·
O=C(NCCN1CCCC1)c1ccc(Cn2c(=S)[nH]c3cc4c(cc3c2=O)OCO4)cc1	-0.54	-3	17	48	-22	14	0	1	-7
Nc1nc(SCC(=O)Nc2ccccc2)[nH]c(=O)c1-c1ccccc1	-0.55	-3	-18	-5	2	-4	-1	-2	-10
Cc1ccc2cc(C#N)c(N3CCCC3)nc2c1C	·	-13	-1	1	-7	21	10	13	-10
C=CCc1ccc(OCCOc2ccc(/C=N/n3cnnc3)cc2OCC)c(OC)c1	0.18	-1	9	1	-6	-16	0	7	-3
CCOc1ccc(NS(=O)(=O)c2ccc(OCC)c3ncccc23)cc1	1	-12	-9	-42	6	14	1	-13	-14
Cc1nn(-c2ccccc2)c2sc(C(=O)NCCN3CCOCC3)cc12	1.7	-1	1	-20	-8	-12	7	-8	5
O=C(CSCc1ccccc1)N1CCN(Cc2ccc3c(c2)OCO3)CC1	0.68	-11	2	-2	-26	-31	0	-10	·
COC(=O)C1=C(C)N(CCc2ccccc2)C(=O)C1	-0.31	-5	-6	1	16	93*	-8	7	0
COc1ccc(S(=O)(=O)N(CCc2ccccc2)CC(=O)O)cc1Cl	0.018	-9	-5	3	-17	14	5	1	-5
Cc1cc(CNC(=O)Nc2ccc3c(c2)OCO3)nn1C	0.31	-14	-3	-24	6	-13	26	0	8
O=C(Nc1ccc(NC(=O)c2cccs2)cn1)c1ccco1	-0.35	-1	19	35	·	4	10	·	-14
